# GDH-TPI counter: inhibits GDH-TPI coupling enzymes, artifact for Mtb FBA screen. GDH-TPI coupled enzyme counterscreen, NADH absorbance. inhibition, % at 4.8 µM. 360,000 tested, 1.2% active; in the data active = inhibition above about 30%;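 also: 0% = DMSO wells and 100% = wells lacking the enzyme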
# FBA Mtb inh: inhibits M. tuberculosis FBA enzyme; purified M. tuberculosis FBA, fluorescence read-out; inhibition, % at 1 µM; 360,000 tested, 2.3% active; AID 588726; in the data active = inhibition above about 27%;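 also: 0% = vehicle and 100% = reference inhibitor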
# Target sequence (P9WQA3 whole entry, looked up): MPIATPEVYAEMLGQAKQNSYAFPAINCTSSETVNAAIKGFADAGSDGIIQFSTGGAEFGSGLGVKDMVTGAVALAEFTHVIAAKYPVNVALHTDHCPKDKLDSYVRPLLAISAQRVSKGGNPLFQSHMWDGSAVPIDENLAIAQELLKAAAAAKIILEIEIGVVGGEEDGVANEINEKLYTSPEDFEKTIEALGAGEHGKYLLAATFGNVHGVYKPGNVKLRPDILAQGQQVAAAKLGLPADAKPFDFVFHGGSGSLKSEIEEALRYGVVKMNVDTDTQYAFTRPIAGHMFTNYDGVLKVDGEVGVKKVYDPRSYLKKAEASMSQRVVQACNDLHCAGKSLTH
# Mtb UGM inh: blocks M. tuberculosis UGM enzyme. P9WIQ1. purified UGM, fluorescence polarization probe displacement. 320,000 tested, 0.06% active. AID 504406. inhibition, % at 10 µM; in the data active = inhibition above about 10%, passing the limit was not always enough; inconclusive = no clear call, values can overlap the other calls
# Target sequence (P9WIQ1 whole entry, looked up): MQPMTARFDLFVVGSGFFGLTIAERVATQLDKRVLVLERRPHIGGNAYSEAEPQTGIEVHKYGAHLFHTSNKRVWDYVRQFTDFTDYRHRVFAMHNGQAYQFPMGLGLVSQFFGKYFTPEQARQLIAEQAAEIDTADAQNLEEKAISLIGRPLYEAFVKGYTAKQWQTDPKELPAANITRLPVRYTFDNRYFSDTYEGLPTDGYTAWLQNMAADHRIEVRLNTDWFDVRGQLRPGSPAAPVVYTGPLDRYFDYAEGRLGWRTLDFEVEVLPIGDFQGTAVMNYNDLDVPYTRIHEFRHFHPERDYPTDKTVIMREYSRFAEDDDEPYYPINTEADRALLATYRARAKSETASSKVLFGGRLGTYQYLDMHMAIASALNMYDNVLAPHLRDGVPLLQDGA
# PfHsp40 yeast: rescue of PfHsp40-mediated yeast toxicity; S. cerevisiae expressing PfHsp40, growth rescue, ATP luminescence; growth rescue, % at 12.5 µM; 340,000 tested, 0.68% active; AID 504582; in the data active = growth rescue above about 28%, passing the limit was not always enough; inconclusive = no clear call, values can overlap the other calls;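 also: yeast W303a lacking pdr1 and pdr3 grown in galactose medium; growth measured after three days at 30 °C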
# Anthrax LF prot: blocks Bacillus anthracis lethal factor protease. 360,000 tested, 0.12% active. inhibition, % at 10 µM. AID 588501. P15917. multiplex microsphere protease cleavage assay, LF; also: plate controls were buffer without enzyme for full effect and enzyme alone for no effect
# BoNT-F LC inh: BoNT F light chain protease inhibition; Multiplex microsphere protease cleavage assay, flow cytometry; inhibition, % at 10 µM; 360,000 tested, 0.22% active; in the data active = inhibition above about 35%, passing the limit was not always enough; inconclusive = no clear call, values can overlap the other calls; also: plate controls were buffer without enzyme for full effect and enzyme alone for no effect
# FadD28 binding: blocks FadD28 binding to the bisubstrate probe. fluorescence polarization. 360,000 tested, 0.22% active. inhibition, % at 12.5 µM; in the data active = inhibition above about 8.5%, passing the limit was not always enough; inconclusive = no clear call, values can overlap the other calls
# BoNT A protease: inhibitors of Botulinum neurotoxin A light chain protease | multiplex microsphere protease substrate cleavage, flow cytometry | inhibition, % at 10 µM | 360,000 tested, 0.17% active; also: plate controls were buffer without enzyme for full effect and enzyme alone for no effect
# BioA inh: inhibitors of Mycobacterium tuberculosis BioA enzyme | purified M. tuberculosis BioA enzyme, plate reader | inhibition, % at 9.99 µM | 360,000 tested, 0.096% active; in the data active = inhibition above about 40%; inconclusive = no clear call, values can overlap the other calls
# An asterisk follows results filed as active; u = inconclusive; x = not tested or not shown. Rule as the data show it, unless noted: active = inhibition above about 30%; inconclusive = no clear call, values can overlap the other calls; inactive = below that.
SMILES,GDH-TPI counter,FBA Mtb inh,Mtb UGM inh,PfHsp40 yeast,Anthrax LF prot,BoNT-F LC inh,FadD28 binding,BoNT A protease,BioA inh
CCCCC1=CC2=C(c3ccco3)C(=O)C(C)(OC(=O)c3ccc(OC)cc3)C(=O)C2=CN1CCN1CCOCC1 (configuration not stated),-7,-1,4.1,-0.3,-52,-110,-3.3,1.6,-1.8
O=C(Cn1cnc2ccccc2c1=O)c1ccc2ccccc2c1,-2,12,0.8,2.0,-7,7,1.4,-1.1,-2.3
O=C(CNC(=O)c1ccc(Br)cc1)OC1CCOC1=O (configuration not stated),13,-2,x,x,-10,-6,-5.7,-0.3,0.2
CC(=O)Nc1ccc(S(=O)(=O)Nc2ccc(Cl)nn2)cc1,6,0,-0.1,0.3,2,-2,0.1,0.2,x
CCCOc1ccc(OCCOCCN2CCc3ccccc3C2)cc1,-13,7,-4.6,0.3,-3,-7,-0.3,-0.7,-0.6
Cc1cc2nc(C3CCN(Cc4nnnn4Cc4ccccc4)CC3)[nH]c2cc1C,0,0,-0.4,1.6,-3,-4,-4.0,-0.5,1.0
O=C(c1cnc2n(c1=O)CCS2)N(c1ccccc1)C1CCCCC1,2,2,-1.7,-1.1,-4,2,-0.2,-0.4,-1.0
COc1ccc(Cl)cc1NS(=O)(=O)c1c(C)[nH]c(=O)[nH]c1=O,-3,-2,1.1,-0.1,-10,-30,-0.9,-7.5,5.0
C[C@]12CCC3C(CCC4=C/C(=N/OCC(=O)NC(CCC(=O)O)C(=O)O)CC[C@@]43C)C1CCC2O (some centres not stated),7,0,0.3,3.0,-4,11,-2.4,-2.7,0.9
COc1ccc(CNc2nc(-c3ccccc3)nc3ccccc23)cc1OC,4,-2,-3.7,1.6,-8,-22,-5.2,-2.3,0.8
CCn1c(SCC(=O)Nc2ccc(C)cc2)nc2nc3c(cc2c1=O)COC(C)(C)C3,31*,1,-0.5,-0.8,-3,u,-3.1,-2.6,-4.6
COc1ccc(C(c2nnnn2C2CCCC2)N2CCC(C)CC2)c(OC)c1 (configuration not stated),10,1,-0.8,-1.8,-5,16,-1.1,0.3,1.5
CCCCC1CCC(C(=O)NCc2ccc3c(c2)OCO3)CC1 (configuration not stated),0,1,0.1,1.0,0,-2,-0.3,-1.7,-1.1
COC(=O)c1c(C(=O)NCc2ccccc2)ncn1CC(O)COc1ccccc1 (configuration not stated),12,2,1.9,-0.6,4,-22,-3.4,-1.5,0.0
CN(C(=O)CSc1ncnc2scc(-c3ccccc3)c12)C1CCS(=O)(=O)C1 (configuration not stated),0,4,-1.9,1.0,-2,-1,-3.1,0.0,x
C#CC[N+]1(CC#Cc2cccc3ccccc23)CCOCC1,-5,-6,2.1,-0.8,-2,-4,-4.3,-1.5,x
CCC(CC)C(=O)c1c[nH]c(C(=O)NCCCn2ccnc2)c1,11,-1,1.3,-0.5,0,-2,-1.1,u,1.3
CN(C)c1nc(Nc2ccc(Cl)c(Cl)c2)nc(N(C)C)n1,-1,0,-2.2,0.9,13,8,-4.3,0.9,-1.9
CN1CC(C(=O)c2ccc([N+](=O)[O-])cc2)C(c2ccc(Cl)cc2)C1 (configuration not stated),7,0,-0.7,-0.7,-5,-10,0.7,-0.6,0.6
COc1ccc(C2=C(C)C(N3CCN(C(=O)c4ccco4)CC3)=NS2(=O)=O)cc1,4,5,-2.3,3.3,0,-3,-5.9,-1.3,1.3
Cc1cccc(Nc2nc(-c3ccccc3)c(C(=O)Nc3cccnc3)s2)c1,13,13,0.0,2.1,1,4,0.2,1.1,x
CC1(CCC(=O)N2CCCC(N3CCN(c4cccc(C(F)(F)F)c4)CC3)C2)CC1 (configuration not stated),2,-1,0.8,2.4,-2,2,0.1,-0.1,13
COC(=O)c1ccc(NC(=O)C(=O)N2CCN(C(=S)Nc3ccc(OC)cc3)CC2)cc1,10,5,3.8,0.2,-2,-7,-0.9,-0.7,-0.9
Cc1c(C(=O)N2CCC3(CC2)OCCO3)sc2ncnc(N(C)c3ccccc3)c12,20,1,0.4,0.4,0,-3,-0.2,-0.2,22
COc1ccc(NC(=O)COC(=O)c2ccc(S(=O)(=O)N(C)c3ccccc3OC)cc2)cc1OC,4,-1,-5.2,0.0,-4,-1,-0.6,0.1,x
CC(C)C(NC(=O)c1ccccc1NC(=O)c1ccccc1)C(=O)NCCCn1ccnc1 (configuration not stated),-4,1,2.2,0.2,0,-2,-1.8,0.7,0.4
O=C(Nc1cccc2ncccc12)c1ccc(-c2ccc(Cl)cc2Cl)o1,16,-2,-0.7,0.6,-1,-14,-2.7,-0.4,1.1
CCOc1cccc(-c2c(C(=O)N/N=C(\C)c3cccnc3)nnn2-c2nonc2N)c1,-2,1,-5.1,-0.3,1,3,-3.0,0.8,5.1
Cc1ccc(C(=O)COc2ccccc2-c2ccccc2)cc1C,4,0,0.0,1.5,2,-9,-2.4,-0.8,1.0
Cc1cccc(-c2ccc3[nH]c4c(c3c2)CCN2C[C@@H]([C@H](C)O)[C@@H](N(C)C(=O)NC3CCCCC3)C[C@@H]42)c1,2,3,x,x,7,-19,-10,6.5,-2.1

# A draw from above in order of number of heavy atoms, falling:
SMILES,GDH-TPI counter,FBA Mtb inh,Mtb UGM inh,PfHsp40 yeast,Anthrax LF prot,BoNT-F LC inh,FadD28 binding,BoNT A protease,BioA inh
CC(C)C(NC(=O)c1ccccc1NC(=O)c1ccccc1)C(=O)NCCCn1ccnc1 (configuration not stated),-4,1,2.2,0.2,0,-2,-1.8,0.7,0.4
CCOc1cccc(-c2c(C(=O)N/N=C(\C)c3cccnc3)nnn2-c2nonc2N)c1,-2,1,-5.1,-0.3,1,3,-3.0,0.8,5.1
CC1(CCC(=O)N2CCCC(N3CCN(c4cccc(C(F)(F)F)c4)CC3)C2)CC1 (configuration not stated),2,-1,0.8,2.4,-2,2,0.1,-0.1,13
COc1ccc(C2=C(C)C(N3CCN(C(=O)c4ccco4)CC3)=NS2(=O)=O)cc1,4,5,-2.3,3.3,0,-3,-5.9,-1.3,1.3
Cc1cccc(Nc2nc(-c3ccccc3)c(C(=O)Nc3cccnc3)s2)c1,13,13,0.0,2.1,1,4,0.2,1.1,x
Cc1ccc(C(=O)COc2ccccc2-c2ccccc2)cc1C,4,0,0.0,1.5,2,-9,-2.4,-0.8,1.0
CCC(CC)C(=O)c1c[nH]c(C(=O)NCCCn2ccnc2)c1,11,-1,1.3,-0.5,0,-2,-1.1,u,1.3
C#CC[N+]1(CC#Cc2cccc3ccccc23)CCOCC1,-5,-6,2.1,-0.8,-2,-4,-4.3,-1.5,x
CN(C)c1nc(Nc2ccc(Cl)c(Cl)c2)nc(N(C)C)n1,-1,0,-2.2,0.9,13,8,-4.3,0.9,-1.9

# (next part)
SMILES,GDH-TPI counter,FBA Mtb inh,Mtb UGM inh,PfHsp40 yeast,Anthrax LF prot,BoNT-F LC inh,FadD28 binding,BoNT A protease,BioA inh
CCC(CC)NC(=O)Nc1cccc(C)c1C,7,0,-1.6,0.4,0,-2,-0.4,0.1,x
CC1(C(=O)NS(=O)(=O)Cc2cccc(Cl)c2)CCN1C(=O)C1(c2ccc(Cl)cc2)CC1 (configuration not stated),-4,-2,x,x,0,-5,0.0,-0.2,0.4
CN(C(=O)CN1C(=O)S/C(=C\c2ccccc2Cl)C1=O)C1CCS(=O)(=O)C1 (configuration not stated),18,-1,0.7,0.2,13,22,-0.7,11,-0.3
CCOC(=O)N1CCc2c(sc3c2c(=O)n(-c2ccc(CC)cc2)c(=O)n3CC(=O)NCC2CCCO2)C1 (configuration not stated),0,0,2.5,0.4,0,-6,-2.5,0.2,-2.7
Cc1cc(=O)oc2cc(OC(C)C(=O)NC3CCCC3)ccc12 (configuration not stated),4,13,0.9,1.9,5,2,-1.5,0.8,-0.9
Cc1cc2cc3c(cc2nc1SCC(=O)Nc1ccccc1)CCC3,-11,-4,-1.0,-1.2,0,3,-3.3,-0.1,x
CCN(CC)S(=O)(=O)c1ccc2c(c1)c(=O)c(C(=O)N1CCN(c3ccccc3)CC1)cn2C,29,-4,0.9,0.1,u,u,-2.2,u,1.8
CCOC(=O)N1CCC(N(C(=O)Nc2ccc(Cl)c(Cl)c2)C(C)CC)CC1 (configuration not stated),5,2,-0.1,2.9,1,-10,-0.8,-2.1,0.3
Brc1ccc(-c2ncc(-c3ccccc3)cn2)cc1,-7,0,-0.1,-0.8,2,3,-3.5,0.3,-2.2
CCOC(=O)CC1COCCN1Cc1cn[nH]c1-c1cc(OC)c(OC)c(OC)c1 (configuration not stated),11,2,2.1,-0.6,-2,-6,-1.6,-0.1,0.1
CCN(CC)S(=O)(=O)c1ccc2[nH]c(=O)cc(C(=O)Nc3ccccc3N3CCOCC3)c2c1,15,-6,0.7,-0.3,x,x,-2.6,x,-0.2
C#Cc1ccc([C@H]2C=C(C(=O)N3CCN(Cc4ccccc4)CC3)O[C@@H](OCC)[C@@H]2CCCO)cc1,-10,0,-1.6,1.2,-10,-4,-3.2,0.1,0.6
CCc1ccc(NC(=S)Nc2cccc3cnccc23)cc1,3,3,-2.9,0.1,-6,-15,-4.5,-0.3,0.7
COc1ccccc1C(=O)NCCN=C1NS(=O)(=O)c2ccccc21,3,0,0.3,0.2,-7,-23,-2.8,-5.4,x
Cc1ccc(-c2nn(C)c(=O)c3ccccc23)cc1S(=O)(=O)NCCN1CCOCC1,-14,-2,1.3,-2.0,-1,-5,-0.9,0.0,-1.5
CC(C)CNS(=O)(=O)c1ccc(OCC(=O)Nc2ccc(F)cc2F)cc1,-2,4,1.5,-0.1,-1,-8,-0.9,-0.1,-1.1
O=C(NCc1ccco1)c1cc2cc(Br)ccc2o1,5,24,-0.4,4.1,3,0,-1.5,0.9,1.7
Cc1nc2c3ccccc3nc(NNC(=O)CCC(=O)NC3CCCC3)n2n1,-1,0,-1.7,-0.4,0,-2,-2.8,0.4,x
Cc1cc(C)cc(N(C(=O)c2sc(C)nc2C)C(C(=O)NC(C)(C)C)c2ccncc2)c1 (configuration not stated),-3,0,0.0,1.4,-3,-1,-2.5,-0.2,-0.5
Cc1cc(CNC(=O)c2cc(COc3c(F)cccc3F)on2)nn1C,1,1,-0.7,0.2,0,0,2.5,-0.2,x
COC(=O)C1=C(C(=O)OC)[C@@H]2N(C)c3ccc(OC)cc3[C@@]23C[C@@H](C(=O)OC)N(C(=O)c2ccc(Br)cc2)C3=N1,7,3,3.0,-0.9,-5,-2,-1.4,-0.4,-0.4
Cc1ccc(CN(C)C(=O)CN2C(=O)NC3(CCCC3)C2=O)o1,6,6,-3.1,-1.5,x,x,-1.8,x,-0.7
O=C(CSc1ccc(Cl)cc1)N1CCN(c2ccc([N+](=O)[O-])cc2Cl)CC1,11,1,-3.0,14,0,-4,-2.7,3.2,-2.0
c1ccc(-c2cc3c(N4CCN(c5ncccn5)CC4)ncnc3s2)cc1,3,1,-0.7,-0.9,12,-1,-5.6,0.5,x
Cc1cccc(OCCCc2c(C)n[nH]c2C)c1,3,-2,-1.0,2.6,0,1,-1.6,u,3.1
CC(C)(C)c1ccc(OCC(=O)Nc2ccc3c4c(cccc24)C(=O)NC3=O)cc1,-3,1,x,0.3,-8,-5,-4.5,-0.7,-3.1
Cc1oc(-c2cc(F)ccc2F)nc1CN1CCN(c2ncnc3ccccc23)CC1,-3,-4,-0.2,0.3,-6,1,-4.3,-0.3,9.1
CC(C)OCC(O)CS(=O)Cc1ccccc1 (configuration not stated),6,2,-0.8,-0.1,-3,-11,0.9,-0.3,-1.1
O=C(c1ccc(N2CCOCC2)cc1[N+](=O)[O-])N1CCOCC1,8,0,-3.6,-2.1,-10,2,0.8,-0.4,x
